Source: PubChem BioAssay
L3MBTL1 block = blocks human L3MBTL1. Q9Y468. AlphaScreen L3MBTL1–H3K9me1 peptide binding. Potency, µM (highest dose often 57.1 µM), for the others: at the highest dose activity, negative = inhibition, usual class: inhibitors. 230,000 compounds, 0.66% hits. AID 485360; active = well fitted inhibition curve with a large enough effect; also: nearly all actives have a fitted effect of over 60% in size
Target sequence (Q9Y468 whole entry, looked up): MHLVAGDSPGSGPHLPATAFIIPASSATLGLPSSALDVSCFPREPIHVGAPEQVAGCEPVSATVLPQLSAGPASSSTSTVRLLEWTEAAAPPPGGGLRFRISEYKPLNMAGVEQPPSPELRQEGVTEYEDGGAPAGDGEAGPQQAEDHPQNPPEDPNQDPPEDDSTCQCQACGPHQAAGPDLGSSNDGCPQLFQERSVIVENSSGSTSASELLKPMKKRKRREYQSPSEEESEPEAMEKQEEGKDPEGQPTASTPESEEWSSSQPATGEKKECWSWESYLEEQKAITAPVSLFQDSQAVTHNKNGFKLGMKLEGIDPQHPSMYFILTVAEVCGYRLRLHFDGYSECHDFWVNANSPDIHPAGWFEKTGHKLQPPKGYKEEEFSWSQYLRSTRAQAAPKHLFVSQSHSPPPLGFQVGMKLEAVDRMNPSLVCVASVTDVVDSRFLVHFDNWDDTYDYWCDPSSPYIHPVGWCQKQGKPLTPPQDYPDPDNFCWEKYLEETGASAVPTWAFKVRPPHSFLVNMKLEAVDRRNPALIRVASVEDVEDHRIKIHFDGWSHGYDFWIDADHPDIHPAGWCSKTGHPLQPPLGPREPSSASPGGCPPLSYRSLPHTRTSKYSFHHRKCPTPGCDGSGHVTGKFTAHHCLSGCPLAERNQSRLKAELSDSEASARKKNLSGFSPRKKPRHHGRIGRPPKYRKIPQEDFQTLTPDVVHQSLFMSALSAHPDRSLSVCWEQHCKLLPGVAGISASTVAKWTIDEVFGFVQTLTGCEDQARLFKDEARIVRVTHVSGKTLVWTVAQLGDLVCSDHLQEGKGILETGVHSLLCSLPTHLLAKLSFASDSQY
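First, the protein-peptide complex forms for 30 min at room temperature (L3MBTL1 50 nM, biotinylated H3K9me1 peptide 75 nM). Next, compounds are pin-transferred and incubated 30 min. Finally, AlphaScreen beads are added and read after 30 min.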
* marks the source's active call; other numbers are inactive results; [ ] = another dose, or the depositor's remark. % is scaled to controls: 0 for no effect and ±100 for the full control effect; potency is read from the fitted curve at half-maximal effect. The list is partial, so the mix of outcomes need not match the whole.

L3MBTL1 block | Molecule
-2% | COc1ccc2c(c1)C(C)CC(C)(C)N2C(=O)Nc1ccccc1 (stereo not drawn)
4% | COc1cc(C)ccc1OCC(=O)OCC(=O)NCC1CCCCC1
-1% | Cc1ccc(C(=O)c2c3ccc([N+](=O)[O-])cc3[n+]([O-])n2CCCC(N)=O)cc1
1% | CCc1ccc(Nc2nnc(SC(C)C(=O)NC3CC3)s2)cc1 (stereo not drawn)
-10% | O=C(NCC(c1ccco1)N1CCN(c2ccc(F)cc2)CC1)c1cccs1 (stereo not drawn)
-5% | O=C1c2ccccc2NC(c2ccc(-c3ccc(F)cc3)o2)N1O (stereo not drawn)
5% | O=C(CCCOc1ccccc1)Nc1cccc(S(=O)(=O)N2CCOCC2)c1
38%[activator] | Cc1ccc(N(C)C(=O)c2cc(S(=O)(=O)N3CCCC3)cn2C)cc1
-3% | COc1ccc(C(=O)n2cnc3ccccc32)cc1[N+](=O)[O-]
21% | CCC(C)c1ccccc1N1CC(C(=O)N2CCN(C(=O)c3ccco3)CC2)CC1=O (stereo not drawn)
4% | C=CC[C@@H](CC(=O)N[C@H](CO)Cc1ccccc1)C(=O)N[C@@H](C)COC(=O)[C@@H](CC=C)CC(=O)OC(C)(C)C
-18% | COc1ccc(C2=CCN3CCCCC3C2)c(-c2ccc(OC)c(OC)c2)c1 (stereo not drawn)
6% | COc1c(Cl)cnn(-c2cccc(C)c2)c1=O
-3% | CCOc1ccc(NC(=O)CN2C(=O)COc3ccccc32)cc1
-2% | C[C@H](CO)N1C[C@H](C)[C@@H](CN(C)S(=O)(=O)c2ccccc2)Oc2ccc(NC(=O)c3ccncc3)cc2C1=O
-4% | O=C(CNc1cc(S(=O)(=O)N2CCOCC2)ccc1N1CCOCC1)Nc1cccc(C(F)(F)F)c1
4% | CC1(c2ccc3c(c2)OCCO3)NC(=O)N(CC(=O)Nc2ccccc2F)C1=O (stereo not drawn)
-7% | Cc1nc2cc(NCc3ccc(Cl)cc3)ccc2n1C
-2% | OCCC1CN(Cc2cc3ccccc3o2)CCN1Cc1ccc(F)cc1 (stereo not drawn)
-18% | Cc1ccnc(NC(=O)c2ccc(S(=O)(=O)NCc3ccco3)cc2)c1
4% | CCOc1ccc(CC(=O)NC2CCN(Cc3ccccc3)CC2)cc1
-8% | COc1ccc(CNC(=O)c2cccc(NC(=O)CC3SC(N4CCCCC4)=NC3=O)c2)cc1 (stereo not drawn)
-1% | C[C@@H](CN=[N+]=[N-])CN1CC[C@H](NC(=O)OCc2ccccc2)CCC1=O
4% | Cc1ccsc1C(=O)NCC(C)(C)N1CCOCC1
-3% | CN(N)c1nc(-c2ccccc2)cc(-c2ccccc2)n1
1% | CNc1nc2ccccc2n1CC(=O)c1ccccc1
-8% | Cc1c(CN2CC[C@@H](N3CCN(c4ccccn4)CC3)[C@H](O)C2)[nH]c2ccc(F)cc12
12% | CC[C@@H]1C=C(C(=O)O)[C@H](c2ccc3c(c2)OCO3)N1S(=O)(=O)c1ccc(C)cc1
1% | O=C(NCC1CCCN1S(=O)(=O)c1cccs1)c1ccccc1F (stereo not drawn)
5% | CC(C)NC(=O)Nc1ccc2c(c1)C(=O)N([C@H](C)CO)C[C@H](C)[C@@H](CN(C)S(=O)(=O)c1ccc(F)cc1)O2
41%[activator] | Cn1c2ccccc2c(=O)c2ccc(-c3ccc4c(c3)OCO4)cc21
4% | O=C(CSc1nnc(C2CC2)n1C1CC1)Nc1cccc(Br)c1
-5% | CCCn1c(NC(=O)CN2C(=O)NC3(CCCCC3)C2=O)nc2ccccc21
7% | CCN1CCN(C(=O)C(C)Sc2nnc3nc(C)cc(C)n23)CC1 (stereo not drawn)
5% | COc1ccc2c(C)c(CCC(=O)NC3CC3)c(=O)oc2c1C
-1% | Cc1cccc2sc(N3CCN(C(=O)C4COc5ccccc5O4)CC3)nc12 (stereo not drawn)
-7% | CN(CC(=O)Nc1ccc(F)c(F)c1F)C(=O)C1CCCO1 (stereo not drawn)
1% | COc1ccc(OC(=O)c2cc3cc(Cl)ccc3oc2=O)cc1
3%[2.29 µM] | O=C(O)c1cccc([N+](=O)[O-])c1C(=O)Nc1cccc2ccccc12
7% | O=C(NCc1ccncc1)C1CCN(S(=O)(=O)c2ccc(Cl)c(C(F)(F)F)c2)CC1
2% | CCN1CCN(CCC(=O)Nc2ccc(F)c(F)c2)CC1
-10% | COc1cccc(C2c3[nH]c4ccccc4c3CCN2C(=O)c2ccccc2F)c1OC (stereo not drawn)
-3% | Cc1occc1-c1nnc(SCC(=O)N(C)c2ccccc2)n1C
31%[activator] | CN1CCN(c2ccc(Cl)cc2NC(=O)CN2C(=O)NC(C)(c3ccccc3)C2=O)CC1 (stereo not drawn)
0% | COc1ccc(/C=C2\SC(=O)N(CCNC(=O)C3CSC4(C)CCC(=O)N34)C2=O)cc1 (stereo not drawn)
-1%[2.29 µM] | O=[N+]([O-])c1cc2c(cc1CN1CCN(c3ccccc3)CC1)OCO2
3% | COc1cccc(NC(=O)CN2C(=O)COc3ccc(C)cc32)c1
7% | COc1ccc(-c2sc3ccc(OC)cc3c2-c2ccc(O)cc2)cc1
-2% | COc1ccc(Cl)cc1NC(=O)CN(C)C(=O)c1cc2ccccc2cc1OC
2% | COc1ccccc1CCC(=O)OCC(=O)NC1CC1
-6% | Cc1ccc(NC(=O)N2C3CCCC2CC(NC(=O)C(C)(C)C)C3)cc1 (stereo not drawn)
2% | O=C1NC(c2ccccc2)CCO1 (stereo not drawn)
29% | CCC(C)Sc1ccc([C@@H]2[C@H]3C(=O)N(C)C(=O)[C@H]3[C@]3(C(=O)OC)CCCN23)cc1 (stereo partly drawn)
5% | COC(=O)c1ccccc1NS(C)(=O)=O
5% | O=C(Cc1c(F)cccc1Cl)NNC(=O)c1cccs1
-3% | CCCNC(=O)c1nn2c(C(F)(F)F)cc(-c3ccccc3)nc2c1Cl
-2% | Cc1ccc(NC(=O)COC(=O)C2CSC3(C)CCC(=O)N23)c(C)c1 (stereo not drawn)
1% | CN(CC(=O)Nc1ccc(Cl)c(C(F)(F)F)c1)C(=O)CCN1C(=O)C2CCCCC2C1=O (stereo not drawn)
9% | CC(=O)O[C@H]1CC[C@@]2(C)C(=CC[C@H]3[C@@H]4CC[C@H](C5(C)OCCO5)[C@@]4(C)CC[C@@H]32)C1
6% | COc1ccc(-n2nnnc2CNC(=O)c2ccc3c(c2)OCO3)cc1

3 of the compounds above, with each value named:
CCCNC(=O)c1nn2c(C(F)(F)F)cc(-c3ccccc3)nc2c1Cl
  L3MBTL1 block = -3%

O=C(O)c1cccc([N+](=O)[O-])c1C(=O)Nc1cccc2ccccc12
  L3MBTL1 block = 3%[2.29 µM]

O=C(CSc1nnc(C2CC2)n1C1CC1)Nc1cccc(Br)c1
  L3MBTL1 block = 4%

Next structures follow.
L3MBTL1 block | Molecule
2% | Oc1ccc(Br)cc1Cn1nnc2ccccc21
8% | CSCCC(NS(=O)(=O)c1ccccc1F)C(=O)NCc1ccncc1 (stereo not drawn)
4% | CCS(=O)(=O)Nc1ccc(C(=O)NCCSc2ccccc2)cc1
-11% | CCOC(=O)c1c(C)[nH]c(C(=O)OCC(=O)Nc2ccc(Cl)cn2)c1C
2% | CCOc1ccc(COC(=O)C2CC(=O)N(CCc3ccccc3)C2)cc1OC (stereo not drawn)
2% | O=C(CN1C(=O)NC2(CCCC2)C1=O)N1CCN(c2ccccc2Cl)CC1
-3% | COc1ccc(NC(=O)[C@@H]2CCCN2S(=O)(=O)c2ccccc2F)cc1S(=O)(=O)N1CCCCC1
31%[activator] | O=C(CN1C(=O)NC(c2ccccc2)(c2ccccc2)C1=O)NC1CCS(=O)(=O)C1 (stereo not drawn)
-9% | O=C(N[C@@H](Cc1c[nH]c2ccccc12)C(=O)O)OCC1c2ccccc2-c2ccccc21
-7% | Nc1nccnc1C(=O)OCC(=O)Nc1ccc2[nH]c(=O)[nH]c2c1
-18% | CC1C(=O)Nc2ccc(S(=O)(=O)NCCc3ccc(Cl)cc3)cc2NC1=O (stereo not drawn)
-3% | CC(C)C(NC(=O)c1ccc(C(C)(C)C)cc1)C(=O)N1CCC(C(N)=O)CC1 (stereo not drawn)
5% | Cc1ccc2nc(SCC(=O)N3CCCC3)nc(=O)n2c1
1% | COc1ccccc1CNC(=O)CCN=C1NS(=O)(=O)c2ccccc21
0% | COc1ccc([C@H]2CC(=O)C=C(c3ccc(Cl)c(C(F)(F)F)c3)C2)cc1
0% | COCCN(C(=O)COC(=O)CCOc1ccccc1)c1c(N)n(Cc2ccccc2)c(=O)[nH]c1=O
6% | COc1ccc(NS(=O)(=O)c2ccc(F)c(F)c2F)cc1S(=O)(=O)N1CCOCC1
6% | CCNS(=O)(=O)c1ccc(CCC(=O)Nc2ccc3c(c2)OCCO3)cc1
-6% | c1ccc2c(c1)OCC(CNCC1COc3ccccc3O1)O2 (stereo not drawn)
-5% | Cc1ccc(C)c(N2CCN(C(=O)c3ccc(N4CCCC4=O)cc3)CC2)c1
-6% | O=C(CSc1n[nH]c(-c2ccco2)n1)Nc1ccccc1
36%[activator] | COc1c(S(=O)(=O)N2CCN(C)CC2)ccc(Cl)c1Cl
-5% | COC(=O)[C@@]12CCCCN1[C@H](c1ccc(-c3cccc(Cl)c3)cc1)[C@H]1C(=O)N(C)C(=O)[C@H]12
39%[activator] | Cc1ccc(C(=O)COC(=O)COc2ccccc2O)cc1C
1% | O=c1ccc2cc(S(=O)(=O)N3CCN(c4ccccc4F)CC3)ccc2[nH]1
-6% | CC1CN(C(=O)COC(=O)CSc2ccc(C(N)=O)cc2[N+](=O)[O-])CC(C)O1 (stereo not drawn)
-8% | CN(CCOc1ccccc1)C(=O)c1cc([N+](=O)[O-])ccc1N1CCOCC1
0% | COc1ccccc1C(=O)NCC(=O)NCCSc1ccc(Br)cc1
11% | CCN(CC(=O)Nc1c(F)cccc1F)C(=O)C1Cc2ccccc2CN1S(=O)(=O)CC (stereo not drawn)
7% | CC1CCN(c2ccc3c(c2)S(=O)(=O)c2cccc(C(=O)NC[C@@H]4CCCO4)c2C3=O)CC1

Three entries already listed, sorted by count of non-hydrogen atoms, rising:
L3MBTL1 block | Molecule
2% | Oc1ccc(Br)cc1Cn1nnc2ccccc21
-6% | c1ccc2c(c1)OCC(CNCC1COc3ccccc3O1)O2 (stereo not drawn)
-6% | CC1CN(C(=O)COC(=O)CSc2ccc(C(N)=O)cc2[N+](=O)[O-])CC(C)O1 (stereo not drawn)

Additional compounds.
L3MBTL1 block | Molecule
-2% | C[C@H](CO)N1C[C@H](C)[C@@H](CN(C)C(=O)Nc2ccc3c(c2)OCO3)Oc2c(NS(=O)(=O)c3ccccc3)cccc2C1=O
-1% | CCCCN(C(=O)c1cc(S(=O)(=O)N2CCCCCC2)ccc1OC)c1ccccc1
2% | Cc1ccc(NC(=O)COC(=O)Cc2c(F)cccc2Cl)cc1S(=O)(=O)N1CCOCC1
3% | Cc1[nH]c2ccccc2c1C(=O)COC(=O)c1nccnc1N
-4%[2.29 µM] | O=C(c1ccccc1)c1ccc(Oc2ccc(C(=O)O)c(C(=O)O)c2)cc1
-7% | O=C(NNC(=O)c1ccccc1F)c1ccc(S(=O)(=O)N2CCCC2)cc1
0% | CC(CCc1ccccc1)OS(N)(=O)=O (stereo not drawn)
7% | CN(C)S(=O)(=O)c1ccc(C(=O)NC(=O)CSc2nnnn2C)cc1
18% | CC(=O)c1cc2c(cc1NC(=O)c1ccc(C)cc1)OCCO2
4% | Cc1ccc(S(=O)(=O)N(C)CC(=O)NNC(=O)CCC(=O)c2ccc(F)cc2)cc1
-9% | COc1ccc([C@@H]2[C@@H]3C(=O)N(C(C)(C)C)C(=O)[C@@H]3[C@]3(Cc4ccccc4)C(=O)N(c4ccc(C)cc4)C(=O)N23)cc1
2% | CN(C)S(=O)(=O)c1cccc(NC(=O)CCNC(=O)Nc2ccccc2)c1
4% | Cc1ccc(S(=O)(=O)N(C)C)cc1NC(=O)COC(=O)/C=C/c1ccc2ccccc2n1
-11% | COc1ccc2[nH]c3c(c2c1)CCN1C(=O)C(CC(=O)NCc2cccc(C(F)(F)F)c2)C[C@H](C(=O)N2CCOCC2)[C@@]31C (stereo partly drawn)
2%[2.29 µM] | COC(=O)c1ccccc1NC(=O)c1cccnc1
-2% | Cc1ccc(S(=O)(=O)N2[C@@H](c3ccc(Br)cc3)C(C(=O)O)=CC[C@H]2c2ccc(Cl)cc2)cc1
3% | O=C(NNC(=O)C12CC3CC(CC(C3)C1)C2)c1csc(N2CCOCC2)n1
8% | CCN(CC(=O)Nc1ccc(OC)cc1)C(=O)Cc1ccsc1
-2% | CCCNC(=O)CCn1cc(-c2ccc(OC)cc2)nc1-c1ccncc1
1%[2.29 µM] | CCOc1ccc(-c2nnc(SCC(=O)O)n2Cc2ccccc2)cc1
16% | CCC(C(=O)NCCC(C)C)N(Cc1ccccc1Cl)C(=O)c1snc(C(N)=O)c1N (stereo not drawn)
-3% | Cc1cc(C)c(S(=O)(=O)N2CCN(C(=O)c3cc(=O)[nH]c4ccccc34)CC2)c(C)c1

Retrieved by structure from the list above (6):
L3MBTL1 block | Molecule
3%[2.29 µM] | O=C(O)c1cccc([N+](=O)[O-])c1C(=O)Nc1cccc2ccccc12
1%[2.29 µM] | CCOc1ccc(-c2nnc(SCC(=O)O)n2Cc2ccccc2)cc1
-5% | CCCn1c(NC(=O)CN2C(=O)NC3(CCCCC3)C2=O)nc2ccccc21
36%[activator] | COc1c(S(=O)(=O)N2CCN(C)CC2)ccc(Cl)c1Cl
31%[activator] | O=C(CN1C(=O)NC(c2ccccc2)(c2ccccc2)C1=O)NC1CCS(=O)(=O)C1 (stereo not drawn)
-18% | CC1C(=O)Nc2ccc(S(=O)(=O)NCCc3ccc(Cl)cc3)cc2NC1=O (stereo not drawn)
